Source: PubChem (National Center for Advancing Translational Sciences (NCATS))
HT1080 IDH1KD tx – kills HT-1080 cells with IDH1 knockdown | Potency, µM (doses to about 46.1 µM), without a hit: top-dose activity, negative = toxicity, actives largely listed as cytotoxic | AID 686971 | 2% of 360,000 active | HT-1080 IDH1 knockdown viability, ATP luminescence, 48 h;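 note: potency is the fitted concentration of half-maximal effect; 0% = DMSO wells and -100% = cell-free medium wells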
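% activity derives from luminescence (CellTiter-Glo), normalised to DMSO and no-cell wells. HT-1080-IDH1KD cells, 750/well, had 48 h compound exposure at 37 °C.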
SW480 rereplic – induces DNA re-replication in SW480 colon adenocarcinoma cells | SW480 DNA re-replication, Hoechst DNA content imaging, 48 h | Potency, µM (doses to about 46.1 µM), for the others: at the top dose re-replication activation, actives largely listed as activators | 1.8% of 340,000 active; note: potency is the fitted concentration of half-maximal effect; % of control where 0% means no effect; nearly all actives have a fitted effect of over 55% in size
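Treated cells incubate 48 hr (37 C, 5% CO2), are stained 40 min with Hoechst, and nuclear fluorescence is enumerated; a rise in nuclei with high DNA signal marks re-replication.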
HT1080-NT tox – kills 2HG-producing HT-1080-NT fibrosarcoma cells; HT-1080-NT fibrosarcoma viability, CellTiter-Glo ATP luminescence, 48 h; Potency, µM (titrated, usually from 46.1 µM), for inactives: at the top dose activity, negative = less viability, actives largely listed as cytotoxic; 1.6% of 360,000 active; AID 686970;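 note: NT is the 2HG producing partner of a matched IDH1 knockdown line; potency is the fitted concentration of half-maximal effect; 0% = DMSO-treated cells and -100% = media-only wells without cells; nearly all actives have a fitted effect of over 55% in size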
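Luminescent CellTiter-Glo readout after 48 hours of compound exposure at 37 degrees C defined viability of HT-1080-NT cells. Activity was normalized to DMSO wells and cell-free media wells; concentration-response curves were fitted and assigned curve classes.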
MCF10A rerep – induces DNA re-replication in MCF 10a normal breast cells | MCF 10A DNA re-replication, Hoechst nuclear intensity, 48 h | Potency, µM (doses to about 46.1 µM), for inactives: at the highest dose activity, positive = re-replication, most hits filed as activators | 2.9% of 350,000 active | AID 624296; note: potency is the fitted concentration of half-maximal effect; % of control where 0% means no effect; nearly all actives have a fitted effect of over 50% in size
IL1B secr inh – inhibitors of inflammasome signaling (IL-1 beta secretion). THP-1 LPS/ATP IL-1B secretion, AlphaLISA, 16 h; stronger effect = lower value. activity change, % at 57.5 µM. 4.7% of 360,000 active. AID 743279; in the data active = activity change below about -50%; inconclusive = mostly about -30% to -49%; note: % is set by controls: 0 for no effect and ±100 for the full control effect
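Secreted IL-1B measured by AlphaLISA bead assay after 16 h compound exposure of THP-1 cells; compounds (final up to 57.5 uM) added 1 h before LPS (250 ng/mL) and ATP (1.25 mM) stimulation; lower signal means less secretion.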
KB-3-1 cytotox – kills parental KB-3-1 adenocarcinoma cells; KB-3-1 viability, CellTiter-Glo ATP luminescence, 72 h; AID 1347075; 1.4% of 400,000 active; Potency, µM (highest dose often 46.1 µM), inactives show at the top dose activity change, negative = cytotoxic, most hits filed as cytotoxic; note: potency is the fitted concentration of half-maximal effect; % is set by controls: 0 for no effect and ±100 for the full control effect; nearly all actives have a fitted effect of over 60% in size
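KB-3-1 cells, DMEM (no phenol red) + 10% FBS; compound by pin transfer, 72 h, 37 °C. Readout: CellTiter-Glo luminescence after 10 min. Data normalized, curve-fitted.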
S2 tox – viability counter-screen for ATXN expression inhibitors; S2 cells (HEK-293 line with an ATXN2-luciferase reporter) viability, CellTiter-Fluor protease fluorescence, 24 h; 0.49% of 400,000 active; Potency, µM (top dose mostly 56.7 µM), actives largely listed as cytotoxic; note: potency is the fitted concentration of half-maximal effect; nearly all actives have a fitted effect of over 40% in size
KB-V1 MDR tox – kills drug-selected multidrug resistant KB-V1 cells | KB-V1 MDR cells viability, CellTiter-Glo, 72 h | Potency, µM (doses to about 46.1 µM), for inactives: top-dose activity change, negative = cytotoxicity, usual class: cytotoxic | 3.4% of 400,000 active | AID 1347076; note: potency is the fitted concentration of half-maximal effect; % is set by controls: 0 for no effect and ±100 for the full control effect; nearly all actives have a fitted effect of over 60% in size
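Cells of the MDR subline KB-V1 are plated, dosed with compound at multiple concentrations, and incubated 72 h at 37 degrees C; CellTiter-Glo is then added and luminescence read after 10 min.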
ATXN2 expr inh – inhibitors of ATXN2 expression; HEK-293 ATXN2-luciferase reporter, luminescence, 24 h; Potency, µM (highest dose often 57 µM), inactives show top-dose activity change, negative = inhibition, hits mostly inhibitors; 0.72% of 360,000 active; note: potency is the fitted concentration of half-maximal effect; % is set by controls: 0 for no effect and ±100 for the full control effect; nearly all actives have a fitted effect of over 55% in size
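ATXN2-luciferase reporter cells (luciferase flanked by upstream and downstream ATXN2 gene portions) were treated 24 h at 37 °C with compounds at up to 57 uM. SteadyGlo luminescence gave expression; GF-AFC fluorescence gave viability.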
An asterisk follows results filed as active; i = inactive; ? = inconclusive; / = not tested or not shown; & = joins results of further samples; [ ] = dose if it differs, or a comment. Unless noted, calls come from the whole dose curve; as a rule, active = well fitted curve in the direction sought with a large enough effect; inconclusive = small, poorly fitted or top-dose-only effect, or another doubt; inactive = no such curve, though single readings can be large; an effect the other way counts as inactive or inconclusive.

canonical_smiles | MCF10A rerep | KB-3-1 cytotox | IL1B secr inh | S2 tox | KB-V1 MDR tox | HT1080-NT tox | HT1080 IDH1KD tx | SW480 rereplic | ATXN2 expr inh
c1ccc2c(NCC3CCCO3)nc(N3CCOCC3)nc2c1 (stereo not given) | -3% | 2% | 11 | i | -1% | 8% | 15% | -2% | -7%
CCOc1ccccc1NC(=O)c1cc(-c2cc(OC)c(OC)c(OC)c2)nc2ccccc12 | ? | -17% | 1 | i | ? | -18% | -15% | -20% | -11%
O=C(Nc1ccnc(-c2ccncc2)n1)c1ccc(Cl)cc1 | 4% | -2% | 19 | i | -1% | 9% | 18% | -31% | /
CCOC(=O)Cc1csc(NC(=O)CSc2nnnn2-c2ccc(F)cc2)n1 | -4% | 2% | 10 | i | -24% | 0% | 15% | -15% | -13%
O=S(=O)(c1ccc2ccccc2c1)N1CCN(S(=O)(=O)N2CCCCC2)CC1 | -4% | -4% | 39 | i | -2% | 1% | -3% | -2% | -11%
O=C(N/N=C/C=C/c1ccccc1[N+](=O)[O-])c1cccnc1 | 1% | 10% | 18 | i | 5% | -1% | -3% | 2% | -11%[11.3 µM]
COC(=O)C(NC(=O)CCC(=O)N[C@@H](C(=O)OC)c1ccccc1)c1ccccc1 (stereo not given in full) | 2% | 0% | 29 | i | ? | 9% | 8% | -20% | 5%
COC(C#CCCN(C)C)(c1ccccc1)c1ccccc1 | 6% | -3% | -13 | i | 10% | 3% | 3% | -5% | 3%
CSCC[C@H](NC(=O)c1nn(C)c(=O)c2ccccc12)c1nc2ccccc2[nH]1 | -4% | -4% | -9 | i | -12% | -7% | 2%[9.24 µM] | 10% | 9%
C[C@@H]1CN([C@@H](C)CO)C(=O)CCCn2cc(nn2)CO[C@H]1CN(C)S(=O)(=O)c1cn(C)cn1 | / | 7% | -1 | i | -7% | 1% | 1% | / | -5%
O=S(=O)(Nc1ccc(OC(F)F)cc1)c1ccc(-c2ccon2)s1 | 20% | -13% | 24 | i | 12% | -1% | -17% | -1% | 0%
O=C(Nc1cccc(-c2cn3ccccc3n2)c1)c1cnccn1 | -3% | 7% | 143 | i | -11% | 13% | -1% | -6% | 16%
COc1ccc2c(c1)[nH]c(=O)c1sc3ccccc3c12 | 13µM* | -20% | 0 | i | -35% | -29% | -29% | 3% | ?
O=C(OCCCOC(=O)c1ccc(Br)o1)c1ccc(Br)o1 | -2% | 11% | 3 | i | 25% | 1% | -3% | -19% | 3%
C[C@@H]1CCCCO[C@H](CN(C)Cc2ccc(C(F)(F)F)cc2)[C@H](C)CN([C@@H](C)CO)C(=O)c2cc(NC(=O)Cc3ccccc3)ccc2O1 | / | ? | -14 | 13µM* | 26µM* | 16µM* | 18µM* | / | 0%
Cc1cc(C(C)(C)C)ccc1OCCN1CCCC1 | ? | 12% | -8 | i | 11% | -16% | -10% | 0% | -12%
O=C(C(=O)N1CCc2ccccc2C1)c1c[nH]c2ccccc12 | -3% | 2% | -12 | i | 10% | 13% | 4% | 4.1µM* | /
Cc1ccc(/C=C/S(=O)(=O)NCC(=O)O)cc1 | -8% | 11% | -10 | i | 2% | 2% | 1% | -9% | -7%
O=C(Nc1cccnc1)OC1CCCCC1 | 0% | -4% | 57 | i | -1% | 4% | 0% | 27% | /
C=CCn1c(C)cc(C(=O)CN2NS(=O)(=O)c3ccccc3C2=O)c1C | ? | ? | 88 | ? | ? | 16µM* | 18µM* | ? | /
Clc1nnc2c3ccccc3ccn12 | -1% | 7% | 6 | ? | 6% | 7% | 16% | -2% | -6%
COc1ccccc1NC(=O)C1=C(C)Nc2nc3ccccc3n2C1c1cccc(OC)c1OC (stereo not given) | / | 7% | / | i | 5% | / | / | / | 2%
COc1cccc(NC(=S)N(CCN(C)C)Cc2cccs2)c1 | 0% | -10% | -22 | i | ? | -1% | -3% | -1% | -20%
O=C(c1cc2sccc2n1Cc1ccccc1)N1CCCc2ccccc21 | 20% | 17% | -9 | i | -19% | -9% | -17% | ? | 10%
CCOC(=O)C1=C(CSc2nc3c(cc2C#N)CN(C)CC3)OC(N)=C(C#N)C1c1ccc(Cl)cc1 (stereo not given) | 26µM* | 9% | -6 | i | 0% | -4% | -3% | ? | -10%
CCN1CCCC1CN(Cc1cc2ccc(C)cc2[nH]c1=O)C(=S)Nc1ccc(OC)cc1OC (stereo not given) | -4% | -10% | -52* | i | 4% | ? | ? | 4% | 12%
C[C@@H](C(=O)Nc1ccc2ccccc2c1)[C@H]1C[C@]1(C)[C@H](NS(=O)(=O)c1ccccc1)c1ccccc1 | 3% | 0% | ? | i | -11% | -1% | -11% | 1% | 20%
Cc1ccc(NC(=O)c2ccc3c(O)c(S(=O)(=O)c4ccc(Cl)cc4)c(=O)[nH]c3c2)cc1 | / | 1% | / | i | 6% | / | / | / | 4%
CC1(c2ccccc2)NC(=O)N(CC(=O)N2CCN(S(=O)(=O)c3cccc([N+](=O)[O-])c3)CC2)C1=O (stereo not given) | 5% | -1% | 8 | i | 4% | 6% | 2% | -5% | -1%
O=C(NCCc1ccc(Cl)cc1)c1cc(-c2ccccn2)nc2ccccc12 | ? | ? | 0 | ? | ? | 3% | 8% | ? | -35%
NNC(=O)c1nc(-c2ccccc2)cc(-c2ccccc2)n1 | -1% | 0% | -82* | i | 12% | 5% | -1% | -11% | ?
COc1cccc(NC(=O)c2ncc(Cl)c(Cl)c2Cl)c1 | 1% | ? | -15 | i | -21% | ? | ? | 6% | 31%[activator]
COC(=O)Nc1ncc(CN2CCCCC2)s1 | -1% | 5% | -12 | i | 22% | 13%[9.24 µM] | -21% | -4% | 7%
COc1ccccc1OCCSc1nc2ccc([N+](=O)[O-])cc2s1 | 9% | 0% | -16 | i | ? | -5% | -12% | / | 15%
COc1ccc(-c2ccc(/C=N/NC(=O)Cc3nnc(N)s3)o2)cc1Cl | -2% | 1% | -16 | ? | 15% | 10% | 2% | -20% | /
O=C(C1CC(=O)N(c2ccccc2)C1)N1CCN(c2ccc(F)cc2)CC1 (stereo not given) | -3% | -4% | -3 | i | -10% | 0% | -1% | -11% | 6%

A run of entries taken from the entries so far, as a working copy:
canonical_smiles | MCF10A rerep | KB-3-1 cytotox | IL1B secr inh | S2 tox | KB-V1 MDR tox | HT1080-NT tox | HT1080 IDH1KD tx | SW480 rereplic | ATXN2 expr inh
COc1ccc(-c2ccc(/C=N/NC(=O)Cc3nnc(N)s3)o2)cc1Cl | -2% | 1% | -16 | ? | 15% | 10% | 2% | -20% | /
O=C(C1CC(=O)N(c2ccccc2)C1)N1CCN(c2ccc(F)cc2)CC1 (stereo not given) | -3% | -4% | -3 | i | -10% | 0% | -1% | -11% | 6%

Going on with the list:
canonical_smiles | MCF10A rerep | KB-3-1 cytotox | IL1B secr inh | S2 tox | KB-V1 MDR tox | HT1080-NT tox | HT1080 IDH1KD tx | SW480 rereplic | ATXN2 expr inh
O=C(O)c1ccccc1-c1ccccc1C(=O)Nc1cccc2ccccc12 | -2% | 5% | 22 | ? | 1% | 2% | 6% | -3% | -1%
O=C(NCc1ccc(F)cc1)C1CCC(=O)N1C1CCCCC1 (stereo not given) | -2% | 2% | -1 | i | 1% | -4% | -2% | 0% | 6%
CCN(CC)S(=O)(=O)c1ccc(OC)c(NC(=O)c2ccc([N+](=O)[O-])cc2)c1 | -2% | -4% | ? | i | -11% | 0% | -8% | -3% | 2%
COc1ccc(-c2nn(-c3ccccc3)cc2/C=N/Nc2cccc(C(=O)O)c2)cc1 | ? | 5% | -18 | i | 0% | -11% | -17% | -2% | 52%[activator]
O=C(COC(=O)c1ccc(Cl)cc1[N+](=O)[O-])NNC(=O)c1cccs1 | -1% | 0% | 8 | i | -11% | 9% | 12% | -11% | 3%
COc1cccc(C(=O)N2CC(=O)Nc3ccc(C)cc3C2c2ccc(F)cc2)c1OC (stereo not given) | / | 2% | / | i | -23% | / | / | / | -7%
COc1ccc(CNC(=O)CCn2c(=O)oc3ccccc32)cc1 | 2% | 17% | 34 | i | 1% | 3% | 13% | 1% | -2%
O=C(CCc1nc(-c2cccs2)no1)Nc1cnc2ccccc2c1 | -1% | 23% | 18 | i | ? | 0% | 10% | -6% | -3%
COc1ccc(C(=O)N(C)Cc2ccc(OC)c(OC)c2OC)cc1S(=O)(=O)N1CCOCC1 | -7% | 1% | -8 | i | -8% | -1% | 0% | -17% | -1%
COC(=O)C1=C(CSc2nc3ccccc3s2)NC(=O)NC1c1ccc(F)cc1 (stereo not given) | 22%&-9% | -5% | -3 | i | ? | -18% | -11% | 1%&6% | -19%[11.3 µM]
CCOC(=O)c1cnc2ccc(OCC)cc2c1NCc1ccccc1OC | ? | ? | -89* | ? | 7.3µM* | 21µM* | ? | 27% | ?
CCCCn1c(N)c(N(Cc2ccccc2OC)C(=O)c2cc(=O)[nH]c3ccccc23)c(=O)[nH]c1=O | 0% | 12% | 1 | i | ? | 3% | 8% | 0% | -3%
O=C(C1CCCN(Cc2ccc(Br)cc2)C1)N1CCCCC1 (stereo not given) | 1% | -24% | 5 | i | -11% | 9% | 1% | -3% | /
O=C(COc1ncnc2ccccc12)NC1CCS(=O)(=O)C1 (stereo not given) | -1% | -1% | 21 | i | ? | -3% | -1% | 3% | 1%
Cn1c(=O)[nH]c(=O)c2c1nc(N1CCN(Cc3ccccc3)CC1)n2CCSc1ncccn1 | 2% | -12% | 0 | i | -27% | 10% | 1% | 0% | 4%
C=CCN(C(=O)Cn1nc(C)n2c(cc3cc(C)ccc32)c1=O)c1ccccc1 | 8% | -11% | -20 | ? | 10% | -4% | -1% | ? | /
Cc1ccc(S(=O)(=O)Cc2ccccc2Cl)cc1 | ? | ? | 13 | i | ? | -25% | ? | ? | 13%

This is a random part of the collection; 11% or so of the library scored in one or more.
